Compound activity deposited in PubChem BioAssay by National Center for Advancing Translational Sciences (NCATS).
aSyn yeast inh: inhibitors of alpha-synuclein toxicity in yeast | Yeast expressing alpha-synuclein, growth rescue, BacTiter-Glo, 24 h | actives 0.14% (n = 370,000) | Potency, µM (top dose mostly 46.1 µM), for inactives: top-dose growth rescue (activation), hits mostly activators; further: potency means the concentration at half of the fitted maximal effect; % of control where 0% means no effect; nearly all actives have a fitted effect of over 65% in size
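Screening used galactose-induced yeast with toxic alpha-synuclein levels, exposed to compound for 24 hr at 30 deg C. Cell growth, read with BacTiter-Glo luminescence, gave the measured signal.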
PI5P4K alpha inh: PI5P4K alpha (human) kinase inhibition; max response, %; AID 652105; PI5P4Kalpha enzyme, ADP-Glo luminescence, 60 min; stronger effect = lower value; actives 1.2% (n = 330,000); P48426; active means max response of -50% or lower; inconclusive means between -30% and -50%; inactive means -30% or higher; further: value at the top dose of about 77 µM; on the % scale 0 is the no-effect control and ±100 the full control effect
Target sequence (P48426 whole entry, looked up): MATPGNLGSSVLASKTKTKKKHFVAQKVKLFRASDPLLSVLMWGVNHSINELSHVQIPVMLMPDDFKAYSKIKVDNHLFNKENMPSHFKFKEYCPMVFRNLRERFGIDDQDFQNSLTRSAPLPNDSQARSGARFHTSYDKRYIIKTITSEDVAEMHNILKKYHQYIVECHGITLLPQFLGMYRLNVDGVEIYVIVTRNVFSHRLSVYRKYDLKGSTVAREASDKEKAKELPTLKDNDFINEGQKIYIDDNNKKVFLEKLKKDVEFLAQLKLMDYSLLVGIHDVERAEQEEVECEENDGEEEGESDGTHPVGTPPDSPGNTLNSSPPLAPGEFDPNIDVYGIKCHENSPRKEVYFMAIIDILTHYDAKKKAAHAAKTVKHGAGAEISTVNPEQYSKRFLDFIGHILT
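PI5P4Kalpha ADP-Glo assay; 5 microM ATP final; 60 min RT reaction; HEPES pH 7.4/EGTA/CHAPS, 5% DMSO; controls lacking substrate or enzyme; luminescent end-point.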
PLK1 PBD block: PLK1 (human) polo-box domain binding inhibition | Plk1 PBD binding of FITC phosphopeptide, fluorescence polarization | Potency, µM, for inactives: max response, negative = inhibition, actives largely listed as inhibitors | actives 2.8% (n = 360,000) | AID 720504; further: potency means the concentration at half of the fitted maximal effect; series mostly up to about 57 µM; on the % scale 0 is the no-effect control and ±100 the full control effect; nearly all actives have a fitted effect of over 65% in size
Target sequence (P53350 whole entry, looked up, the tested form may be a part): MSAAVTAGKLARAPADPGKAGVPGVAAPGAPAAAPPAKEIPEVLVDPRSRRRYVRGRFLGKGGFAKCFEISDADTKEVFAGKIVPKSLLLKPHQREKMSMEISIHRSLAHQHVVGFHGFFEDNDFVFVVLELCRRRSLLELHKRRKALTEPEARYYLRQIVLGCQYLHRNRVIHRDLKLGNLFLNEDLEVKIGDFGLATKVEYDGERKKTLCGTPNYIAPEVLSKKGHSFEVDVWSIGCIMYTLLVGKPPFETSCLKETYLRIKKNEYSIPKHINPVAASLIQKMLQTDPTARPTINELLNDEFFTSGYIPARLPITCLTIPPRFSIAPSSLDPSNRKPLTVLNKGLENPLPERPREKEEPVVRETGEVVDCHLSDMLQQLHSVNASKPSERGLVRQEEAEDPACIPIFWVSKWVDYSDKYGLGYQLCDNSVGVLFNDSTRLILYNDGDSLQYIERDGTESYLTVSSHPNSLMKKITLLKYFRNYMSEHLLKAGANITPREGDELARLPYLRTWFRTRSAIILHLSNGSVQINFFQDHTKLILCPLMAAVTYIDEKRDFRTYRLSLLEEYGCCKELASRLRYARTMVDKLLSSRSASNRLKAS
EPAC1 ag: agonists of human EPAC1; Potency, µM (series often up to 154 µM), inactives show at the top dose activation, most hits filed as activators; O95398; AID 720707; EPAC1 agonist qHTS, biochemical assay; response scale: 100% = response to 6.5 mM cAMP; actives 0.073% (n = 360,000); further: potency means the concentration at half of the fitted maximal effect; nearly all actives have a fitted effect of over 60% in size
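Multi-concentration qHTS readout: loss of Rap1B-bound BODIPY-GDP fluorescence driven by 100 nM EPAC1 with excess GDP (50 uM), monitored kinetically at room temperature; agonist response expressed relative to 6.5 mM cAMP.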
FUS suppressor: rescues growth of FUS-expressing yeast; S. cerevisiae FUS-expressing, growth rescue, OD600, 24 h; Potency, µM (top dose mostly 76.6 µM), inactives show at the top dose growth rescue (activation), usual class: activators; actives 0.24% (n = 390,000); AID 1347120;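 further: potency means the concentration at half of the fitted maximal effect; plate controls were DMSO vehicle for no effect and reference control for full effect; nearly all actives have a fitted effect of over 55% in size; some results filed as inactive show a strong effect at the top dose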
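FUS-expressing yeast, raffinose-pregrown, induced in 2% galactose minimal medium at OD 0.005; compounds in a dilution series, 24hr at 30C. Growth restoration read as absorbance at 600 nm. CP55940 positive control, DMSO negative.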
IL2 activator: IL-2 activation | IL-2 activation reporter assay, cell-based qHTS; stimulated with anti-CD3/CD4/CD28 beads; in transgenic mouse T cells | activation, % (series mostly up to about 46 µM) | actives 0.065% (n = 360,000); in the data active means activation above about 50%; inconclusive means mostly about 30% to 49%; further: 0% is about no effect
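Unstimulated transgenic mouse T cells preincubated 60 min with compound, then stimulated with anti-CD3/anti-CD4-coated beads plus anti-CD28 for 18 h at 37 degrees C. IL-2 response read as EGFP and DsRed fluorescence by plate cytometry.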
Abeta yeast res: A-beta toxicity reversal in yeast | Potency, µM (highest dose often 46.1 µM), for inactives: at the top dose growth rescue, hits mostly activators | actives 0.063% (n = 410,000) | yeast expressing A-beta42, growth rescue, OD600, 48 h; response scale: 0% DMSO, 100% iron-clioquinol control; further: potency means the concentration at half of the fitted maximal effect; nearly all actives have a fitted effect of over 55% in size
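Yeast A-beta toxicity model in growth medium with pinned compounds, 48 h at 30 C; growth read as absorbance at 600 nm. Normalized to FeCl3/clioquinol equimolar mix (positive) and DMSO (negative).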
WRN helicase inh: WRN helicase (human) inhibition; AID 651768; Potency, µM (doses to about 114 µM), without a hit: at the highest dose activity change, negative = inhibition, usual class: inhibitors; Q14191; actives 0.46% (n = 360,000); WRN helicase unwinding, fluorescent forked duplex, kinetic; further: potency means the concentration at half of the fitted maximal effect; on the % scale 0 is the no-effect control and ±100 the full control effect; nearly all actives have a fitted effect of over 55% in size
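Screening of the MLSMR collection measured strand separation of a quenched forked DNA duplex (100 nM) by 20 nM WRN with 2 mM ATP, all final. Compounds were preincubated with enzyme 15 min at room temperature.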
EPAC1 antagonist: blocks human EPAC1 exchange factor | O95398 | EPAC1 GEF assay, Rap1b-BODIPY-GDP exchange fluorescence | Potency, µM (doses to about 115 µM), without a hit: at the top dose activity change, negative = inhibition, most hits filed as inhibitors | actives 0.14% (n = 360,000) | AID 720709;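 further: potency means the concentration at half of the fitted maximal effect; plate controls were vehicle for no effect and positive control for full effect; nearly all actives have a fitted effect of over 50% in size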
Numbers without * were called inactive; ? = inconclusive; / = not tested or not shown; [ ] = another dose, or the depositor's remark. Unless noted, the call rests on the fitted dose curve; in most records, active means well fitted curve in the direction sought with a large enough effect; inconclusive means small, poorly fitted or top-dose-only effect, or another doubt; inactive means no such curve, though single readings can be large; an effect the other way counts as inactive or inconclusive.

Sequence of screens: IL2 activator, aSyn yeast inh, WRN helicase inh, PI5P4K alpha inh, PLK1 PBD block, EPAC1 ag, EPAC1 antagonist, FUS suppressor, Abeta yeast res
Cc1cc2nc(-c3ccccc3)c(Cc3ccccc3)n2c(C)c1Br
 : -0.1, -6%, -16%, -24, -23%, -22%, -12%, 30%, -14%
CCC(C(=O)Nc1c(C)cccc1C)n1c(-c2ccc(-c3ccccc3)cc2)nc2ccccc21 (stereo not drawn)
 : -0.5, -1%, 4%, -6, -9%, 3%, -12%, 19%, -3%
CCOC(=O)N1CCC(NC(=O)c2cc(-c3ccc(OC)cc3)nc3ccccc23)CC1
 : -1.0, -2%, -1%, 0, 3%, -9%, 8%, 14%, 3%
COc1cc(NS(=O)(=O)c2ccc3c(c2)NC(=O)CO3)cc(OC)c1
 : -2.2, -2%, -5%, -9, -21%, 4%, -28%, -10%, -17%
COc1cccc(CNC(=O)C2CCC(CNS(=O)(=O)c3cccc4cccnc34)CC2)c1 (stereo not drawn)
 : 0.4, -3%, -8%, -5, -11%, 16%, -21%, 10%, /
CSc1ccc(COC(=O)c2cc([N+](=O)[O-])ccc2N2CCOCC2)cc1
 : -4.5, 9%, -6%, -7, -15%, 16%, 12%, 31%, 7%
CCCn1c(C(C)NC(=O)c2ccccc2)nc2ccccc21 (stereo not drawn)
 : -1.0, -8%, 3%, /, -14%, -4%, 7%, -8%, 15%
Cc1ccc(CNc2ccc(N3CCN(C)CC3=O)cc2)cc1
 : 3.0, /, /, /, /, -5%, 14%, -3%, -15%
CCOC(=O)C1=CCN(S(=O)(=O)c2ccccc2F)C1c1ccccc1 (stereo not drawn)
 : -0.1, 2%, 1%, 0, 1%, -1%, -12%, 22%, 0%
N#Cc1ccc(CSc2nnc(-c3ccccc3)n2Cc2ccco2)cc1
 : -0.5, -2%, -5%, /, -21%, 8%, 0%, 24%, 4%
CC(=O)Oc1ccc2ccc3ccc(C(C)=O)cc3c2c1
 : -0.7, -2%, 12%, 4, -15%, -9%, 6%, 5%, -3%
CN(CCCNC(=O)CSc1cc(=O)n(C)c2cc(Cl)ccc12)Cc1ccccc1
 : 0.9, -1%, 3%, 12, -5%, -2%, -8%, 8%, 0%
O=C(NC1CCCC1)C(c1ccncc1)N(Cc1ccccc1F)C(=O)c1csnn1 (stereo not drawn)
 : 0.0, -3%, 4%, 0, -6%, -2%, -16%, 15%, -2%
CCCC(=O)Nc1ccc2c(c1)nc(CCN1CCCCC1)n2C
 : -0.3, 2%, 10%, -3, -6%, 13%, 13%, -3%, 10%
O=C(/C=C1\SC(=O)NC1=O)Nc1ccc(C(=O)O)cc1
 : 0.4, 6%, -2%, ?, -6%, 7%, -3%, 5%, 8%
O=C(Nc1cc(F)c(Br)cc1F)c1ccc(Cl)cc1
 : 0.2, -7%, 0%, -4, 0%, -8%, 7%, -13%, 10%
COc1ccc(N(CC(=O)NCc2ccc(F)cc2)C(=O)c2snc(C(N)=O)c2N)cc1
 : -0.2, 2%, -5%, 5, -2%, 0%, -13%, 1%, -6%
O=C(COC(=O)c1cc2c(s1)CCCC2)Nc1ccc(Cl)cn1
 : -2.1, 1%, 0%, 1, -16%, 5%, -10%, 14%, -2%
NC(=O)CCSC(=S)N1CCOCC1
 : -1.1, -5%, 6%, 2, 1%, -11%, 20%, -26%, -1%
c1ccc(Oc2nnc(-c3cccs3)c3ccccc23)cc1
 : 0.3, 1%, -2%, -9, -3%, -6%, -19%, /, -10%
O=C(Cc1cc(C(=O)O)c2ccccc2n1)Nc1ccccc1
 : -1.9, -6%, -5%, 1, -20%, -2%, ?, 16%, 10%
O=C(COc1ccccc1-c1ccccc1)N/N=C/c1ccc2ccccc2c1
 : -2.5, 6%, -20%[57.1 µM], -2, 0%, -12%, -6%, 29%, 7%
COc1cccc(CNC(=O)CS(=O)(=O)Cc2nc(-c3ccc(C)cc3)oc2C)c1OC
 : -2.2, 10%, 2%, 3, -23%, -14%, -1%, 10%, -27%
COc1ccc(CCNC(=O)CCNS(=O)(=O)c2cccc3nonc23)cc1OC
 : 0.1, -2%, 6%, /, -5%, -4%, 14%, 28%, -12%
O=C1C2CC=C(Cl)CC2C(=O)N1CCc1ccccc1 (stereo not drawn)
 : -1.1, 8%, -10%, /, -22%, 21%, 0%, 14%, -5%
Cc1cc(=O)c2c(O)c(O)ccc2o1
 : 1.3, 3%, -22%, 6, -3%, 0%, -24%, -15%, -4%
COC(=O)[C@@]12C[C@@H](CC(=O)N3CCN(C(=O)c4ccco4)CC3)C(=O)N(CCc3ccc(OC)c(OC)c3)C1=CCC(C)(C)C2
 : -0.4, 1%, 0%, 1, 2%, -6%, 2%, 37%, -13%
CN(c1ccc(OCC(=O)NCc2cccnc2)cc1)S(=O)(=O)c1ccc(Cl)cc1
 : 1.1, -18%, 0%, 7, -10%, 5%, -4%, 41%, -8%
CCC(C)N1C(=O)S/C(=C/c2ccc(N3CCOCC3)cc2C)C1=O (stereo not drawn)
 : -5.1, 14%, -4%, 5, 7%, -1%, 28%, 17%, -20%
C/C(=C\c1cccc(Br)c1)C(=O)c1c(C)cc(C)[nH]c1=O
 : -1.3, 3%, -2%, -8, 1%, -11%, -4%, 17%, -5%
Cc1ccc(S(=O)(=O)c2nc(Nc3ccccc3N3CCOCC3)sc2Cl)cc1
 : -0.6, 1%, -15%, /, -8%, 19%, -1%, 13%, 13%
CCOC(=O)c1c(C)[nH]c(C(=O)OCC(=O)Nc2ccccc2)c1C
 : 0.5, 19%, -12%, 0, -6%, 3%, -20%, 3%, -21%
Cc1ccccc1N1CCN(S(=O)(=O)CC23CCC(CC2=O)C3(C)C)CC1 (stereo not drawn)
 : 0.7, -3%, -2%, -2, 6%, 7%, -1%, -1%, -5%
CN(NC(=O)c1cccc(Cl)c1)c1nc(-c2ccccc2)nnc1C(F)(F)F
 : -0.5, -3%, -6%, 0, 1%, -4%, 5%, 9%, 7%
COc1ccccc1CNC(=O)C1(C)CCN1C(=O)C1(c2ccccc2)CC1 (stereo not drawn)
 : 0.4, 19%, 0%[57.1 µM], -1, -5%, -5%, -27%, 7%, -11%
O=C1CC(c2cccc(Br)c2)C2=C(COC2=O)N1 (stereo not drawn)
 : 0.5, -3%, 12%, -4, -7%, 0%, 14%, 13%, -20%
CC1Cc2ccccc2N1C(=O)Cn1nnc(-c2ccccc2NC(=O)C2CCC2)n1 (stereo not drawn)
 : 1.8, -17%, -14%, /, 1%, 15%, -1%, -8%, 18%
CC(=O)Nc1ccc(S(=O)(=O)N2CCN(C(=O)c3ncoc3-c3ccccc3)CC2)cc1
 : 3.5, 5%, 1%, 5, 4%, 1%, -4%, -9%, -14%
COc1ccc(Cc2nc(-c3ccc(Cl)cc3)no2)cc1
 : -3.1, -6%, -1%, 13, -11%, 19%, -9%, 15%, 11%
CCCCNC(=O)C1(C)CCN1C(=O)c1ccccc1Br (stereo not drawn)
 : 0.0, -9%, 6%, 0, 0%, -5%, 3%, -24%, -5%
C=CCSc1nc(N)cc(=O)[nH]1
 : 1.9, -3%, -1%, 8, -7%, 3%, -13%, -11%, 18%
Cn1c(SC/C=C/c2ccccc2)nnc1-c1cccs1
 : -0.6, 17%, -1%, /, -2%, 14%, -8%, -3%, -2%
CN(CC(=O)O)S(=O)(=O)c1ccc2c(c1)NC(=O)CC(=O)N2
 : -0.3, 0%, -3%, -7, -8%, 3%, 9%, -7%, -3%
CC(C)Cn1c(N)c(C(=O)COC(=O)c2cc(S(=O)(=O)N3CCOCC3)ccc2Br)c(=O)n(C)c1=O
 : -4.3, -8%, 1%, 3, -8%, 16%, -15%, /, 1%
Oc1ccc(Cl)cc1CNCc1ccc(F)c(F)c1
 : -4.1, -3%, -2%, 0, -13%, 7%, -12%, -10%, -9%
CCc1ccc(S(=O)(=O)NCc2ccc(C(=O)NCCN(Cc3ccccc3)C(C)C)cc2)cc1
 : -0.5, 0%, -9%, 10, -1%, -3%, -3%, 21%, -4%
NC(CCc1ccccc1)c1csc(NC(=O)Nc2cccc(Cl)c2)n1 (stereo not drawn)
 : -0.2, -50%[inhibitor], 0%, -29, 3%, 9%, -9%, 30%, -27%
COc1cc(OC)cc(C(=O)N2CCN(Cc3ccccc3Br)CC2)c1
 : -0.1, 1%, -5%, -1, -4%, 9%, -3%, -30%, 17%
COc1ccc(C(=O)CSc2nnc(-c3ccccc3)o2)cc1
 : 3.5, -13%, 13%, -1, -5%, 0%, 6%, -15%, -1%
O=C(NCCCOc1ccc([N+](=O)[O-])cc1Cl)OCc1ccccc1
 : -6.3, ?, -5%, 16, 3%, -10%, -7%, /, -21%
Cc1[nH][nH]c(=O)c1C(c1ccc(F)cc1)c1c(C)[nH][nH]c1=O
 : 3.3, 9%, 4%, -5, ?, -13%, 4%, -12%, -5%
COc1ccc(Oc2nnc(-c3ccccc3)cc2C#N)cc1
 : 4.7, 1%, -4%, 4, -17%, 4%, -10%, -19%, 5%
COc1ccc(CNC(=O)c2c(O)c3cc(OC)c(OC)cc3[nH]c2=O)cc1OC
 : -1.1, 1%, -1%, -2, -5%, 2%, 0%, 7%, -8%
COc1ccccc1N(CC(=O)NCc1ccc2c(c1)OCO2)C(=O)CCC(=O)Nc1nccs1
 : -0.4, -2%, 1%, -8, -20%, -1%, -3%, 36%, -12%
CCc1nc2ccccc2c(C(=O)OC2CCOC2=O)c1C (stereo not drawn)
 : 0.1, 7%, -2%, -3, -5%, -1%, 4%, -5%, 7%
CN(C)c1cccc(CNC(=O)c2csc(COCCO)n2)c1
 : -0.4, -2%, 2%, -2, -2%, 3%, -4%, -17%, 8%
O=C(NCC(=O)N1CCN(c2ncccn2)CC1)c1ccc(F)cc1
 : -1.8, -1%, -16%, -2, 0%, 3%, 1%, /, -12%
Cc1cc(N2CCN(C)CC2)nc2ccc(NC(=S)N3CCCCCC3)cc12
 : 0.6, 1%, -3%, 3, -9%, 15%, -8%, -3%, /
